CSM14.1 death rescue: rescue of cells from ER stress-induced death, primary screen, 384-well, CSM14.1, thapsigargin, ATP luminescence (AID 1222); cellular ATP content (survival), % at 20 µM, or EC50 in µM where a hit was titrated; CSM14.1 thapsigargin-induced death rescue, ATP luminescence; higher % means a stronger effect; 190,000 tested, under 10 active;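 active = EC50 below 50 µM in the dose-response confirmation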;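 also: death triggered by thapsigargin at about 15 µM added after 2 h compound pretreatment; cell ATP read after overnight thapsigargin exposure of roughly 18 to 22 hours; normalized against plate controls of thapsigargin alone and 5% DMSO vehicle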
PMI inhibitors: inhibitors of human PMI, primary screen, biochemical, fluorescence intensity, coupled assay (AID 1209). inhibition, % at 20 µM; hits with a dose series show IC50 in µM. purified PMI enzyme, coupled fluorescence intensity; higher % means a stronger effect. actives 0.42% (n = 190,000). Mannose-6-phosphate isomerase (Homo sapiens);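 also: plate controls were DMSO vehicle for no effect and wells lacking substrate for full effect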
K1F lysis inhibition: inhibition of K1F phage lysis, E. coli UTI89, bacterial capsule biogenesis inhibitors, alamar blue (AID 488966); E. coli UTI89 K1F phage lysis, alamar blue, 2 h; higher % means a stronger effect; one-dose inhibition, % at 100 µM; IC50 in µM for titrated hits; actives 0.02% (n = 340,000);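 active = phage lysis inhibition, versus mean bacterial control, above a set limit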;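 also: capsule biogenesis inhibitors block K1F phage lysis so surviving cells raise fluorescence; higher fluorescence means more inhibition of phage lysis; actives were called in the ten point dose series up to 300 µM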
TNAP activators: human TNAP enzyme activators, primary screen, biochemical, luminescent, no phosphate acceptor, uHTS (AID 1001); purified TNAP, luminescent activation assay, no phosphate acceptor; higher activation fold means a stronger effect; one-dose activation fold at 20 µM; EC50 in µM for titrated hits; actives 0.03% (n = 200,000); in the data active = activation fold from about 3, or a potency from the dose series; inactive = the rest, 99 in 100 with activation fold below about 1.6; also: many of its hits are not listed in these tables
Myeloid diff MLP: induction of myeloid progenitor differentiation, primary screen, cell-based, flow cytometry, MLPCN library; ER-HoxA9 myeloid progenitors, lysozyme-GFP differentiation; calls only at 10 µM; actives 1% (n = 360,000); AID 624256, 2012;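 active = normalized GFP-positive differentiation at or above the plate's own cutoff, the solvent-only control mean plus 3 SD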;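 also: cells exposed to compound for four days before flow analysis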
WT yeast gro inh: growth inhibition of WT strain, primary screen, mitochondrial fusion inhibitor project, WT and mutant strains, chemical genetic | mitochondrial fusion phenotypic screen | inhibition, % at 10 µM | actives 2.1% (n = 190,000); in the data active = inhibition above about 58%; tested in S. cerevisiae
Hep lipid drop: inhibitors of hepatocyte lipid droplet formation, primary screen, imaging, high-throughput imaging, BODIPY stain; actives 0.4% (n = 240,000); AID 1656, 2009; inhibition, % at 6.5 µM; AML12 mouse hepatocytes, oleate lipid droplets;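 active = lipid droplet intensity inhibited by at least 50%, with more than 500 cells counted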
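Assay system: AML12 hepatocytes (mouse); Probe or stimulus: oleic acid at 100 µM to induce lipid droplet formation; Dosing: compound at 6.5 µM only; Schedule: compound with oleate, overnight; Detection: fluorescence imaging, 20x objective, two fields per well; Measure: % inhibition of lipid droplet signal.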
P. falciparum M1AAP: P. falciparum M1AAP inhibitors, biochemical, fluorogenic H-Leu-NHMec substrate, 1536-well (AID 1445) | Aminopeptidase N (Plasmodium falciparum (isolate 3D7)) | recombinant M1AAP, H-Leu-NHMec fluorogenic kinetic assay; higher % means a stronger effect | one-dose inhibition, % at 30 µM; IC50 in µM for titrated hits | actives 0.42% (n = 220,000);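 active = primary inhibition above the hit cutoff, then over 50% inhibition at one or more dose response concentrations, cut at about 23% in these data, passing the limit was not always enough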;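 also: plate controls were DMSO full reaction for no effect and no enzyme background for full effect; strong numbers were not always called active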
human PMI inhibitors: human PMI inhibitors, high substrate, primary screen, biochemical, fluorescence intensity, high mannose 6-phosphate (AID 1220) | Mannose-6-phosphate isomerase (Homo sapiens) | inhibition, % at 20 µM; hits with a dose series show IC50 in µM | recombinant PMI enzyme, coupled fluorescence intensity; higher % means a stronger effect | actives 0.66% (n = 190,000)
WT yeast gro inh mutant strain: second read-out of WT yeast gro inh, no call of its own (marks repeat the call); inhibition, %; mitochondrial fusion phenotypic screen, mutant strain inhibition
Hep lipid drop cells 6.5 µM: also measured in Hep lipid drop; calls as there; cell count; measured here: cell count, cytotoxicity flag;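 cells counted across two imaged fields per well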
Myeloid diff MLP GFP+ MAC1+ %: recorded beside Myeloid diff MLP, whose call it bears; GFP+ MAC1+ double positive, %; measured here: differentiation confirmed by MAC1 staining
* = called active by the depositor; i = inactive; · = not tested or not shown; [ ] = another dose, or the depositor's remark. Rule as the data show it, unless noted: active = inhibition above about 50%; inactive = the rest.

SMILES	CSM14.1 death rescue	PMI inhibitors	K1F lysis inhibition	TNAP activators	Myeloid diff MLP	Myeloid diff MLP GFP+ MAC1+ %	WT yeast gro inh	WT yeast gro inh mutant strain	Hep lipid drop	Hep lipid drop cells 6.5 µM	P. falciparum M1AAP	human PMI inhibitors
Cc1nc(C(F)(F)F)c(C(=O)N=CN(C)C)s1	-1.7%	-4%	0.8%	1	i	0.2	2	-1	2	680	1%	1%
C=CCn1c(SCC(=O)c2cc(C)n(CC3CCCO3)c2C)nnc1-c1ccccc1 (stereo unspecified)	-0.7%	4%	-0.1%	1.1	i	0.4	7	3	·	·	6%	6%
CCC(=O)Nc1ccc(/C=C(\C(C)=O)C(=O)c2ccccc2)cc1	·	·	0.7%	·	i	0.6	·	·	11	734	9%	·
COc1ccccc1NC(=O)Cn1cnc2c1c(=O)n(C)c(=O)n2C	1.3%	0%	0.0%	1.1	i	1.2	-5	-9	·	·	-4%	-6%
N#Cc1c(C#N)c(O)c2ccccc2c1O	·	·	0.4%	·	i	0.6	·	·	24	700	5%	·
CCn1c(CC(=O)Nc2ccc(Cl)c(Cl)c2)nnc1SCc1ccc(Cl)cc1	-1.5%	4%	0.8%	1.1	i	0.9	6	-1	4	760	-5%	7%
COCc1cc(C)nc(N2CCCCC2)c1C#N	-1.3%	7%	0.1%	1.1	i	1.1	-9	12	1	768	7%	9%
CCN(CC)S(=O)(=O)c1cccc(-c2nnc(C(=O)c3ccc(C(F)(F)F)cc3)o2)c1	0.2%	8%	-0.2%	1.1	i	2.5	13	-7	·	·	4%	9%
COc1ccc(CCNc2oc(-c3ccc(OC)c(OC)c3)nc2C#N)cc1	0.1%	9%	2.8%	1	i	6.3	-5	-7	·	·	18%	7%
CCOC(=O)c1c(C)oc2c1c(C(c1cccnc1)N1CCOCC1)c(O)c1ccccc12 (stereo unspecified)	-2.6%	23%	-1.4%	1.1	i	0.4	62*	28*	·	·	10%	58%*
O=C(Nc1ccccc1)N1CCn2c(nc3ccccc32)C1	-0.7%	4%	8.6%	1.1	i	0.8	-16	-2	·	·	-3%	4%
Nc1nc(-c2ccc3c(c2)OCCO3)cs1	-2.9%	-7%	0.8%	1.1	i	0.6	-4	-8	·	·	2%	-8%
C#CCn1cnc2c(cnn2-c2ccc(C)c(C)c2)c1=O	14%	-2%	0.3%	1	i	1.3	60*	16*	·	·	0%	-5%
COCC(C)NC(=O)c1cc2cc(OC)ccc2[nH]1 (stereo unspecified)	·	·	-0.4%	·	i	0.9	·	·	-8	673	-8%	·
Cc1ccc(/C=C2/NC(=O)N(c3ccccc3)C2=O)o1	1.1%	25%	-0.9%	1.1	i	0.6	3	10	·	·	4%	32%
Cc1cccc(NC(=O)c2cc3c(n(-c4ccccc4)c2=O)CCCC3=O)n1	-4.8%	-1%	0.5%	1.1	i	0.6	4	-10	1	744	3%	-6%
c1ccc(N=P(N2CCOCC2)(N2CCOCC2)N2CCOCC2)cc1	1.0%	-1%	1.0%	1.1	i	4.1	-2	4	·	·	18%	8%
O=C(CN1C(=O)C2CCCCN2C(=O)c2ccccc21)N1CCCc2ccccc21 (stereo unspecified)	2.6%	-18%	3.8%	1	i	1.1	-12	-10	·	·	103µM*	1%
Cc1coc(C)c1C(=O)CC1(O)C(=O)N(C)c2ccc(Cl)cc21 (stereo unspecified)	-1.8%	-6%	0.4%	1.1	i	0.2	5	0	6	532	3%	0%
CS(=O)(=O)N(CC(=O)N/N=C/c1ccccc1C(=O)O)c1cccc(Cl)c1Cl	·	·	-0.1%	·	i	0.3	·	·	-2	700	-5%	·
O=C(NNC1=NCCCCC1)c1ccccc1	-0.6%	-1%	1.1%	1.1	i	0.9	3	-6	·	·	4%	1%
O=C(Nc1c2c(nn1-c1ccc(F)cc1)CS(=O)(=O)C2)c1ccc(S(=O)(=O)N2CCOCC2)cc1	-0.4%	-11%	0.3%	1	i	0.2	19	-12	40	701	1%	-3%
O=C(O)c1cccc(S(=O)(=O)Nc2ccc3[nH]c(=O)[nH]c3c2)c1	·	·	-0.2%	·	i	0.5	·	·	-3	680	8%	·
Cn1c(=S)n(/N=C/c2ccc3c(c2)OCO3)c2ccccc21	11%	-1%	0.1%	1	i	0.5	0	19	·	·	-1%	-4%
Cc1ccc(N2C(=O)CC(N(CCc3ccccc3)C(=S)Nc3ccc(N(C)C)cc3)C2=O)cc1 (stereo unspecified)	-1.8%	6%	1.2%	1.1	i	2.0	24	4	·	·	-6%	1%
COC(=O)CC1c2ccccc2S(=O)(=O)N1Cc1ccccc1 (stereo unspecified)	·	·	0.2%	·	i	1.0	·	·	-1	709	6%	·
CCCc1cc(C(=O)NCc2ccccc2)no1	0.4%	10%	8.1%	1.1	i	2.4	0	-7	2	588	1%	7%
CS(=O)(=O)N(CC(=O)N/N=C/c1ccco1)c1ccccc1Br	1.2%	6%	-4.0%	1	i	0.9	-1	-17	0	638	-1%	15%
Cc1nc(Nc2ccccc2C(F)(F)F)sc1C(=O)N(C)C	-0.2%	-3%	0.3%	1.2	i	0.1	-4	-1	-2	695	8%	1%
COCCN(Cc1cc2cc(C)ccc2nc1Cl)C(=O)Nc1ccccc1C	0.1%	13%	3.1%	1.2	i	2.8	-10	0	·	·	-2%	11%
CC1(C(=O)NCc2ccc(Cl)c(Cl)c2)Oc2cccnc2NC1=O (stereo unspecified)	0.1%	3%	0.1%	1	i	0.1	3	13	-7	719	2%	7%
COc1cc(NC2CCCCC2O)c2nc(-c3ccc(Cl)cc3)ccc2c1 (stereo unspecified)	·	·	-0.1%	·	i	0.7	·	·	-26	779	8%	·
Cc1cc(C)c(OCCCCNCc2ccccc2)c(Cl)c1	-7.1%	6%	0.5%	1.2	i	0.1	41	50	·	·	-5%	4%
C=CCn1c(-c2ccc(N)cc2)nc2ccccc21	-1.2%	-4%	i	1.2	i	2.9	7	11	·	·	11%	0%
CCc1ccc(NS(=O)(=O)c2ccc3[nH]c(=O)[nH]c3c2)cc1	-0.2%	9%	1.3%	0.9	i	0.3	0	-5	-2	720	1%	17%
Cc1cc(N2CCOCC2)nc2cc(O)ccc12	0.2%	-1%	0.4%	1.1	i	1.6	2	2	4	754	11%	4%
Cc1c(Cl)cccc1NC(=O)Cn1cccc1	-1.5%	2%	4.1%	1.2	i	1.1	6	18	·	·	-4%	2%
Cc1ccsc1/C=N/NC(=O)CNC(=O)c1cccc([N+](=O)[O-])c1C	0.0%	5%	0.2%	1.1	i	0.2	-2	-4	7	695	3%	4%
CC(C)CNC(=O)CSc1nc2nn(-c3ccccc3)c(=O)c-2c2n1CCCCC2	-0.5%	-1%	0.0%	1.1	i	0.3	-3	19	4	679	9%	4%
CC(=O)NC(Cc1ccc(F)c(F)c1)C(=O)NC1CCN(c2nnnn2-c2ccccc2)CC1 (stereo unspecified)	6.1%	3%	-1.8%	1.1	i	0.4	-2	7	0	695	1%	-1%
C=CC(O)(C#CCN(CC)CC)c1ccccc1 (stereo unspecified)	·	8%	-0.1%	1.1	i	0.6	13	14	-14	619	16%	6%
Cc1c(Cc2ccccc2)sc(N)c1C(N)=O	·	-2%	·	1.1	·	·	3	-10	-20	664	10%	-25%
Cc1ccc(NC(=O)CN(C)C(=O)CSc2nncn2C)cc1	-1.6%	1%	0.6%	1.1	i	0.6	5	4	-14	754	0%	-3%
O=C(Nc1ccc(O)c(-c2nc3ccccc3o2)c1)C1(c2ccc(Br)cc2)CCCC1	3.3%	0%	1.6%	1.6	i	0.5	-6	-1	-4	568	1%	-1%
CCCCSC1=C(C#N)C(c2ccccc2C)CC(=O)N1 (stereo unspecified)	-0.6%	9%	-1.7%	1.2	i	3.5	8	-5	·	·	16%	24%
CCCN(CCC)CCCNC(=O)CNC(=O)c1nn(-c2ccc(OC)cc2)c(=O)c2ccccc12	-0.7%	11%	0.3%	1	i	0.7	6	5	-10	694	0%	9%
Cc1c(Cl)c(-c2n[nH]c(=S)n2-c2ccccc2)nn1C	-2.1%	4%	-0.1%	1.6	i	0.6	9	1	6	515	1%	0%
Cc1ccccc1CN(c1ccc(C(N)=O)cc1)S(C)(=O)=O	1.4%	3%	-0.3%	1	i	2.2	-4	-10	·	·	1%	7%
Cc1nc(-c2cccc(S(=O)(=O)N3CCOCC3)c2)cs1	-1.8%	30%	3.7%	1	i	8.3	13	22	2	687	6%	25%
Cc1nc2c(C(=O)NCc3ccco3)cnn2c(C)c1Cc1ccc(F)cc1Cl	1.9%	15%	-0.1%	1.1	i	0.5	14	3	·	·	4%	2%

Next part, starting with the last 3 of the part before.
SMILES	CSM14.1 death rescue	PMI inhibitors	K1F lysis inhibition	TNAP activators	Myeloid diff MLP	Myeloid diff MLP GFP+ MAC1+ %	WT yeast gro inh	WT yeast gro inh mutant strain	Hep lipid drop	Hep lipid drop cells 6.5 µM	P. falciparum M1AAP	human PMI inhibitors
Cc1ccccc1CN(c1ccc(C(N)=O)cc1)S(C)(=O)=O	1.4%	3%	-0.3%	1	i	2.2	-4	-10	·	·	1%	7%
Cc1nc(-c2cccc(S(=O)(=O)N3CCOCC3)c2)cs1	-1.8%	30%	3.7%	1	i	8.3	13	22	2	687	6%	25%
Cc1nc2c(C(=O)NCc3ccco3)cnn2c(C)c1Cc1ccc(F)cc1Cl	1.9%	15%	-0.1%	1.1	i	0.5	14	3	·	·	4%	2%
O=C(CCS(=O)(=O)c1ccc(Cl)cc1)NCCc1c[nH]c2ccccc12	-0.4%	18%	1.6%	1.1	i	0.5	-7	9	-20	618	2%	17%
O=C(NNc1cccc(Cl)n1)C(F)(F)F	-0.4%	0%	-0.3%	1.1	i	0.4	-3	4	·	·	-3%	8%
COc1ccc(Cl)cc1S(=O)(=O)n1nnc2ccccc21	-0.4%	-16%	-0.1%	1.1	i	1.6	6	-7	·	·	0%	-16%
Cc1nc(SCc2ccccc2C)n[nH]1	-2.9%	3%	0.3%	0.9	i	0.5	1	4	8	752	-8%	-4%
CN(C)/C(=N\OC(=O)c1ccccc1)c1nonc1N	-1.6%	10%	1.4%[50 µM]	1.2	i	0.4	-12	9	-7	639	0%	0%

From PubChem BioAssay
